PLK1 PBD block: inhibitors of human PLK1 polo-box domain binding; Plk1 PBD binding of FITC phosphopeptide, fluorescence polarization; 360,000 compounds, 2.8% hits; Potency, µM, for the others: max response, negative = inhibition, hits mostly inhibitors; note: potency is the fitted concentration of half-maximal effect; series mostly up to about 57 µM; % is set by controls: 0 for no effect and ±100 for the full control effect; nearly all actives have a fitted effect of over 65% in size
EPAC2 antagonist: antagonists of human EPAC2; Q8WZA2; Potency, µM (titrated, usually from 114 µM), inactives show at the top dose activity, negative = inhibition, hits mostly inhibitors; 360,000 compounds, 0.18% hits; EPAC2 GEF exchange of Rap1B-BODIPY-GDP, fluorescence; note: potency is the fitted concentration of half-maximal effect; % is set by controls: 0 for no effect and ±100 for the full control effect; nearly all actives have a fitted effect of over 45% in size; many of its hits are not listed in these tables
EPAC1 agonist: activates human EPAC1 exchange factor | EPAC1 agonist qHTS, biochemical assay; response scale: 100% = response to 6.5 mM cAMP | Potency, µM (doses to about 154 µM), for inactives: top-dose activation, most hits filed as activators | 360,000 compounds, 0.073% hits | AID 720707; note: potency is the fitted concentration of half-maximal effect; nearly all actives have a fitted effect of over 60% in size
Target sequence (O95398 whole entry, looked up): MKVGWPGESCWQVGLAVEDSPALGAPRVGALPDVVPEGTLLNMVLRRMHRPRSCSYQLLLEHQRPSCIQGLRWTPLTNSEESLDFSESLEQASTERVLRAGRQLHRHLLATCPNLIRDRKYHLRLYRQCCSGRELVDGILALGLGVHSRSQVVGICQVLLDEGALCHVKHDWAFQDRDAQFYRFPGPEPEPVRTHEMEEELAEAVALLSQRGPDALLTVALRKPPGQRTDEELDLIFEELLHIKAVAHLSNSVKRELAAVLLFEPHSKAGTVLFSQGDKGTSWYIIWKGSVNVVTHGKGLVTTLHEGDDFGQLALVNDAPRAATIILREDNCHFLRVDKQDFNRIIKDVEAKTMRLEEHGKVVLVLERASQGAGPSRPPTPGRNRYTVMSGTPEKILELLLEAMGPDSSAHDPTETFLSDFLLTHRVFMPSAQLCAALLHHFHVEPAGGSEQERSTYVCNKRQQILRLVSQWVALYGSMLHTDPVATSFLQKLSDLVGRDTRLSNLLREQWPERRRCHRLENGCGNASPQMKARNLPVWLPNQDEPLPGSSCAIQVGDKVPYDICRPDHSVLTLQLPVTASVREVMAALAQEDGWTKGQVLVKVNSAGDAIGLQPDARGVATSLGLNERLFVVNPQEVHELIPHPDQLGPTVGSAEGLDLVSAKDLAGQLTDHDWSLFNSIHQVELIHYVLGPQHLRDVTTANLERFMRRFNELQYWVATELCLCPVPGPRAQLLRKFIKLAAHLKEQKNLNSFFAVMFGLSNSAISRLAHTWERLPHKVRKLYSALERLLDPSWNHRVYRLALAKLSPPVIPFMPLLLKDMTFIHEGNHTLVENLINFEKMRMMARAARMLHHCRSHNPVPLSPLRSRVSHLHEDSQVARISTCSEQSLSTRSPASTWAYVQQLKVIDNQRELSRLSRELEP
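EPAC1 100 nM, Rap1B–BODIPY-GDP 250 nM, unlabeled GDP 50 uM; compound titration; 5 min RT; kinetic read ex480/em540 at 5-min intervals ×30 min; data normalized to 6.5 mM cAMP agonist control.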
WRN helicase inh: WRN helicase (human) inhibition; 360,000 compounds, 0.46% hits; Q14191; WRN helicase unwinding, fluorescent forked duplex, kinetic; AID 651768; Potency, µM (doses to about 114 µM), for inactives: top-dose activity change, negative = inhibition, hits mostly inhibitors; note: potency is the fitted concentration of half-maximal effect; % is set by controls: 0 for no effect and ±100 for the full control effect; nearly all actives have a fitted effect of over 55% in size
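Fluorescence dequenching readout, ex 525 nm/em 598 nm, kinetic mode: forked duplex DNA (100 nM final) with adjacent fluorophore and quencher unwound by WRN (20 nM final) with 2 mM ATP. Compound preincubation 15 min, room temperature.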
CCT modulator: cytosolic chaperonin activity modulation | purified chaperonin ATPase assay, HTRF ADP detection, 30 min | activity change, % (no concentration beside the values), hits read low | 360,000 compounds, 0.3% hits | AID 651819; in the data active = activity change below about -30%; note: % is set by controls: 0 for no effect and ±100 for the full control effect
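We incubate TRiC, 40 or 20 nM final, with library compounds at 76 uM and 10 uM ATP for 30 min at 37 °C. ADP formed is detected with Transcreener HTRF reagents after 30 min at room temperature.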
EPAC1 antagonist: EPAC1 (human) antagonism. EPAC1 GEF assay, Rap1b-BODIPY-GDP exchange fluorescence. 360,000 compounds, 0.14% hits. Potency, µM (titrated, usually from 115 µM), without a hit: top-dose activity change, negative = inhibition, actives largely listed as inhibitors. O95398;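 note: potency is the fitted concentration of half-maximal effect; plate controls were vehicle for no effect and positive control for full effect; nearly all actives have a fitted effect of over 50% in size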
PI5P4Ka inh: PI5P4K alpha (human) kinase inhibition. AID 652105. PI5P4Kalpha enzyme, ADP-Glo luminescence, 60 min; hits give low values. max response, %. P48426. 330,000 compounds, 1.2% hits; active = max response of -50% or lower; inconclusive = between -30% and -50%; inactive = -30% or higher; note: value at the top dose of about 77 µM; % is set by controls: 0 for no effect and ±100 for the full control effect
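PI5P4Kalpha ADP-Glo assay; 5 microM ATP final; 60 min RT reaction; HEPES pH 7.4/EGTA/CHAPS, 5% DMSO; controls lacking substrate or enzyme; luminescent end-point.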
Mm-Cpn inhibitor: M. maripaludis TRiC chaperonin inhibition | Potency, µM (highest dose often 76.9 µM), for inactives: top-dose activity, negative = inhibition, hits mostly inhibitors | AID 504842 | 330,000 compounds, 0.031% hits | purified Mm-Cpn ATPase, ADP Transcreener TR-FRET; note: potency is the fitted concentration of half-maximal effect; % is set by controls: 0 for no effect and ±100 for the full control effect; nearly all actives have a fitted effect of over 80% in size
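ATPase read-out: TR-FRET ADP immunoassay (anti-ADP Eu cryptate vs ADP-d2), ex 320 nm, em 590/665 nm; signal drops as ADP forms. Enzyme 25 nM, ATP 10 uM, 30 min at 37°C after 10 min compound preincubation.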
* marks the source's active call; other numbers are inactive results; [ ] = dose if it differs, or a comment. Unless noted, calls come from the whole dose curve; as a rule, active = well fitted curve in the direction sought with a large enough effect; inconclusive = small, poorly fitted or top-dose-only effect, or another doubt; inactive = no such curve, though single readings can be large; an effect the other way counts as inactive or inconclusive. Some of the compounds tested; the hit share may differ from the screen's.

C[C@@H]1CN([C@@H](C)CO)S(=O)(=O)c2ccc(Br)cc2O[C@H]1CN(C)Cc1ccccc1F was read as PLK1 PBD block -14%, EPAC2 antagonist inconclusive, EPAC1 agonist 13%, WRN helicase inh 16%, CCT modulator -1.4, EPAC1 antagonist -29% and PI5P4Ka inh 17.
Screening CCc1c(C)[nH]c2ccc(C)cc2c1=O returned PLK1 PBD block -3%, EPAC2 antagonist 4%, EPAC1 agonist 5%, WRN helicase inh -4%, CCT modulator 3.3, EPAC1 antagonist 5%, PI5P4Ka inh 4 and Mm-Cpn inhibitor 0%.
Screening NC(=O)N/N=C\c1cccs1 returned PLK1 PBD block -6%, EPAC2 antagonist -5%, EPAC1 agonist 13%, WRN helicase inh 12%, CCT modulator -0.9, EPAC1 antagonist 16%, PI5P4Ka inh -1 and Mm-Cpn inhibitor 1%.
For OC(c1cccc(Cl)c1)c1ncc(-c2cccc3ccccc23)[nH]1 (stereo not drawn) the results were PLK1 PBD block -7%, EPAC2 antagonist 9%, EPAC1 agonist -1%, WRN helicase inh -10%, CCT modulator -0.1, EPAC1 antagonist -25% and PI5P4Ka inh -4.
CC(NC(=O)CSc1cccc(C(F)(F)F)c1)c1ccccc1 (stereo not drawn) was read as PLK1 PBD block -1%, EPAC2 antagonist inconclusive, EPAC1 agonist -9%, WRN helicase inh -6%, CCT modulator 2.3, EPAC1 antagonist -10%, PI5P4Ka inh 3 and Mm-Cpn inhibitor 0%.
For Cc1cc2c(cc1S(=O)(=O)N1CC(C)CC(C)C1)OCC(=O)N2 (stereo not drawn) the results were PLK1 PBD block 2%, EPAC2 antagonist 9%, EPAC1 agonist -2%, WRN helicase inh 10%, CCT modulator 1.8, EPAC1 antagonist 17%, PI5P4Ka inh 6 and Mm-Cpn inhibitor 1%.
Screening COc1ccc(CCNC(=S)N2CCC(C(=O)c3ccc(F)cc3)CC2)cc1OC returned PLK1 PBD block -13%, EPAC2 antagonist -8%, EPAC1 agonist 12%, WRN helicase inh -6%, CCT modulator -1.1, EPAC1 antagonist -16%, PI5P4Ka inh 4 and Mm-Cpn inhibitor 1%.
`O=C(CCOc1ccccc1)Nc1ccc([N+](=O)[O-])cc1` gave PLK1 PBD block -6%, EPAC2 antagonist -8%, EPAC1 agonist -8%, WRN helicase inh -9%, CCT modulator -2.0, EPAC1 antagonist 15%, PI5P4Ka inh -8 and Mm-Cpn inhibitor 1%.
`O=c1[nH]c(C(F)(F)C(F)(F)C(F)(F)F)no1` gave PLK1 PBD block -4%, EPAC2 antagonist -12%, EPAC1 agonist -2%, WRN helicase inh -20%, CCT modulator -4.5, EPAC1 antagonist -10% and PI5P4Ka inh 0.
CCOC(=O)c1ccc(NC(=O)c2cccc(S(=O)(=O)N3CCN(C(C)=O)CC3)c2)cc1 was read as PLK1 PBD block -8%, EPAC2 antagonist 7%, EPAC1 agonist 1%, WRN helicase inh 10%, CCT modulator 0.3, EPAC1 antagonist 10%, PI5P4Ka inh 2 and Mm-Cpn inhibitor 3%.
O=C(NCCN1CCOCC1)c1csc2c1CCCC2 was read as PLK1 PBD block -3%, EPAC2 antagonist 9%, EPAC1 agonist -4%, WRN helicase inh 1%, CCT modulator -6.2, EPAC1 antagonist 16% and Mm-Cpn inhibitor 1%.
`C=CCN1CN(S(=O)(=O)c2cccs2)c2nc3ccccc3nc21` gave PLK1 PBD block -15%, EPAC2 antagonist 10%, EPAC1 agonist -10%, WRN helicase inh -8%, CCT modulator 0.8, EPAC1 antagonist 8% and Mm-Cpn inhibitor 0%.

2 compounds picked at random from the list so far:
For OC(c1cccc(Cl)c1)c1ncc(-c2cccc3ccccc23)[nH]1 (stereo not drawn) the results were PLK1 PBD block -7%, EPAC2 antagonist 9%, EPAC1 agonist -1%, WRN helicase inh -10%, CCT modulator -0.1, EPAC1 antagonist -25% and PI5P4Ka inh -4.
O=C(NCCN1CCOCC1)c1csc2c1CCCC2 was read as PLK1 PBD block -3%, EPAC2 antagonist 9%, EPAC1 agonist -4%, WRN helicase inh 1%, CCT modulator -6.2, EPAC1 antagonist 16% and Mm-Cpn inhibitor 1%.

Next section.
Screening Oc1ccccc1-c1cc(-c2ccco2)[nH]n1 returned PLK1 PBD block -3%, EPAC2 antagonist 0%, EPAC1 agonist 0%, WRN helicase inh -14%, CCT modulator 0.4, EPAC1 antagonist -14% and Mm-Cpn inhibitor -1%.
Screening OC1(c2cccnc2)CCN(Cc2nnnn2C2CCCCC2)CC1 returned PLK1 PBD block inconclusive, EPAC2 antagonist 2%, EPAC1 agonist 2%, WRN helicase inh -5%, CCT modulator -3.3, EPAC1 antagonist -1%, PI5P4Ka inh 3 and Mm-Cpn inhibitor 1%.
`CN(C)S(=O)(=O)N1CCN(c2ccnc3cc(Cl)ccc23)CC1` gave PLK1 PBD block -2%, EPAC2 antagonist 4%, EPAC1 agonist 1%, WRN helicase inh 1%, CCT modulator 3.4, EPAC1 antagonist 10%, PI5P4Ka inh 3 and Mm-Cpn inhibitor -3%.
`CN(C)Cc1c(C(=O)N/N=C/c2cccc(OCc3ccccc3)c2)nnn1-c1nonc1N` gave PLK1 PBD block -10%, EPAC2 antagonist 11%, EPAC1 agonist -6%, WRN helicase inh 3%, CCT modulator 1.6, EPAC1 antagonist 10%, PI5P4Ka inh -4 and Mm-Cpn inhibitor 1%.
Screening Nc1ccc(C(=O)N/N=C/c2cn(Cc3ccc(F)cc3)c3ccccc23)cc1 returned PLK1 PBD block -3%, EPAC2 antagonist -4%, EPAC1 agonist 5%, WRN helicase inh 1%, CCT modulator 0.0, EPAC1 antagonist -11%, PI5P4Ka inh -11 and Mm-Cpn inhibitor 2%.
`CCN(C(=O)COC(=O)c1cc(S(=O)(=O)Nc2c(C)n(C)n(-c3ccccc3)c2=O)ccc1Cl)C1CCCCC1` gave PLK1 PBD block -4%, EPAC2 antagonist -12%, EPAC1 agonist 4%, WRN helicase inh -7%, CCT modulator -2.5, EPAC1 antagonist -1%, PI5P4Ka inh -3 and Mm-Cpn inhibitor 2%.
For COC(=O)c1ccc(NC(=O)c2cccc(NC(=O)c3ccco3)c2)cc1 the results were PLK1 PBD block -2%, EPAC2 antagonist 4%, EPAC1 agonist -6%, WRN helicase inh -23%, CCT modulator 1.5, EPAC1 antagonist -5%, PI5P4Ka inh -7 and Mm-Cpn inhibitor -6%.
For Cc1ccnc(Nc2nc(-c3c(C)nc4sccn34)cs2)c1 the results were PLK1 PBD block -4%, EPAC2 antagonist -3%, EPAC1 agonist 17%, WRN helicase inh inconclusive, CCT modulator -1.8, EPAC1 antagonist -19%, PI5P4Ka inh -20 and Mm-Cpn inhibitor -2%.
For CN(C)S(=O)(=O)N(CC(=O)Nc1ccc(S(=O)(=O)N2CCCC2)cc1)c1ccccc1 the results were PLK1 PBD block -8%, EPAC2 antagonist 0%, EPAC1 agonist 3%, WRN helicase inh -36%, CCT modulator -4.2, EPAC1 antagonist 4%, PI5P4Ka inh 0 and Mm-Cpn inhibitor -2%.
For COc1ccc(NC(=O)CCOc2ccccc2C)cc1S(=O)(=O)N1CCCCC1 the results were PLK1 PBD block -11%, EPAC2 antagonist -11%, EPAC1 agonist 8%, WRN helicase inh -14%, CCT modulator -1.0, EPAC1 antagonist -23%, PI5P4Ka inh 2 and Mm-Cpn inhibitor -2%.
`CN(CC(=O)N(C)CC(=O)Nc1c(Cl)cccc1Cl)Cc1ccc(Br)s1` gave PLK1 PBD block -13%, EPAC2 antagonist -2%, EPAC1 agonist -1%, WRN helicase inh 5%, CCT modulator 0.0, EPAC1 antagonist -7%, PI5P4Ka inh -4 and Mm-Cpn inhibitor 2%.
`COc1ccccc1C(=O)NNC(=O)C(=O)N1CCCCC1` gave PLK1 PBD block -4%, EPAC2 antagonist 1%, EPAC1 agonist 5%, WRN helicase inh -1%, CCT modulator 0.2, EPAC1 antagonist 3%, PI5P4Ka inh -2 and Mm-Cpn inhibitor 0%.
`CCN(CC)CCn1c(NCc2cc(OC)ccc2OC)nc2ccccc21` gave PLK1 PBD block 27µM*, EPAC2 antagonist 8%, EPAC1 agonist -7%, WRN helicase inh 8%, CCT modulator -4.9, EPAC1 antagonist 12%, PI5P4Ka inh -7 and Mm-Cpn inhibitor 0%.
`Cc1nnc(SC(C)C)n(N)c1=O` gave PLK1 PBD block 0%, EPAC2 antagonist 14%, EPAC1 agonist -2%, WRN helicase inh 0%, CCT modulator -3.1, EPAC1 antagonist 15%, PI5P4Ka inh 8 and Mm-Cpn inhibitor 0%.
For Cc1occc1-c1nnc(SCC(=O)NC2CCCC2)n1-c1ccccc1 the results were PLK1 PBD block -1%, EPAC2 antagonist 11%, EPAC1 agonist 0%, WRN helicase inh 2%[57.1 µM], CCT modulator -0.8, EPAC1 antagonist 6%, PI5P4Ka inh -5 and Mm-Cpn inhibitor -1%.
Screening N#CCCN(C(=O)COC(=O)CCC(=O)c1ccc(F)cc1)c1ccccc1 returned PLK1 PBD block -4%, EPAC2 antagonist -2%, EPAC1 agonist 4%, WRN helicase inh 4%, CCT modulator -0.6, EPAC1 antagonist -8%, PI5P4Ka inh 5 and Mm-Cpn inhibitor 0%.
`COc1ccc(/C(C)=N/NC(=O)CNC(=O)c2ccco2)cc1` gave PLK1 PBD block 0%, EPAC2 antagonist 1%, EPAC1 agonist 3%, WRN helicase inh 5%[57.1 µM], CCT modulator -0.3, EPAC1 antagonist -13%, PI5P4Ka inh -12 and Mm-Cpn inhibitor -4%.
`O=C(CSc1nnc(CNc2ccc(Cl)cc2)o1)Nc1nc2ccccc2s1` gave PLK1 PBD block -2%, EPAC2 antagonist 1%, EPAC1 agonist 1%, WRN helicase inh -1%, CCT modulator -1.4, EPAC1 antagonist -13%, PI5P4Ka inh -2 and Mm-Cpn inhibitor 1%.
Screening CCC(CC)c1nnc(NC(=O)C2CC(=O)N(CCc3ccc(F)cc3)C2)s1 (stereo not drawn) returned PLK1 PBD block 24µM*, EPAC2 antagonist -1%, EPAC1 agonist 1%, WRN helicase inh -13%, CCT modulator 0.3, EPAC1 antagonist 23%, PI5P4Ka inh -15 and Mm-Cpn inhibitor -2%.

Source: PubChem BioAssay (National Center for Advancing Translational Sciences (NCATS))
